12-LOX inh – blocks human arachidonate 12S-lipoxygenase; Potency, µM (series often up to 108 µM), inactives show top-dose activity change, negative = inhibition, most hits filed as inhibitors; 580,000 compounds, 1.1% hits; P18054; purified 12hLO, xylenol orange hydroperoxide absorbance; active means well fitted inhibition curve with a large enough effect; inconclusive means small, poorly fitted or top-dose-only effect, or another doubt; inactive means no such curve, though single readings can be large or run the other way; further: potency means the concentration at half of the fitted maximal effect
Target sequence (P18054 whole entry, looked up): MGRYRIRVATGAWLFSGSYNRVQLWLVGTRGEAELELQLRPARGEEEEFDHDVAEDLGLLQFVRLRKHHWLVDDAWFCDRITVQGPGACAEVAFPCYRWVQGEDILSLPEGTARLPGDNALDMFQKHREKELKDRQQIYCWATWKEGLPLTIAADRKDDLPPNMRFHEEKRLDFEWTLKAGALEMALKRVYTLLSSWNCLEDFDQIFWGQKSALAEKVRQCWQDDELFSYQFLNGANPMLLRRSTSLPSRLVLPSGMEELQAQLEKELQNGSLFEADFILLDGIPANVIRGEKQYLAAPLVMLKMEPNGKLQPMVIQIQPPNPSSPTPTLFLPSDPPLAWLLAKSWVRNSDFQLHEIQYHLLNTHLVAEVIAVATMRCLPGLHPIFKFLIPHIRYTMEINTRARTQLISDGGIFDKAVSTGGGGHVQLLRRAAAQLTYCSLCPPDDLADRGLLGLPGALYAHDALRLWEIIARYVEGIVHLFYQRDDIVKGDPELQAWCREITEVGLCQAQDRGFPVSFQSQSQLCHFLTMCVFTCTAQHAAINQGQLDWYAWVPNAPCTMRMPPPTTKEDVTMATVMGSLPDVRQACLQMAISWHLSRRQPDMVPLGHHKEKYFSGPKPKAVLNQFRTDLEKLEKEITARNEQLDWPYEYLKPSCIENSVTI
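Purified human 12hLO at 150 nM in 25 mM Hepes, 0.01% Triton X-100, pH 7.0, preincubated 15 min at room temperature with compound. Reaction started with 40 uM arachidonic acid, 30 min at room temperature. Hydroperoxide measured by Fe-xylenol orange, 573/405 nm absorbance ratio.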
LDHA inh – LDHA (human) enzyme inhibition; 480,000 compounds, 0.15% hits; activity change, % (values are at about 110 or 230 µM); P00338; purified LDHA, NADH/diaphorase-resazurin fluorescence; stronger effect = lower value; AID 1347041; in the data active means activity change below about -30%; inconclusive means mostly about -25% to -30%;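 further: plate controls were DMSO wells for no effect and wells without enzyme for full effect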
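Remaining NADH was detected by diaphorase (0.133 mg/mL) converting 37 µM resazurin to fluorescent resorufin, read at 0 and 20 minutes. The preceding 5-minute room-temperature reaction used 2 nM LDHA, 0.2 mM sodium pyruvate and 0.06 mM NADH at pH 7.4.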
Numbers without * were called inactive; ? = inconclusive; [ ] = another dose, or the depositor's remark. Unless noted, on the % scale 0 is the no-effect control and ±100 the full control effect. This is a subset; count on the stated rates, not on these rows.

12-LOX inh,LDHA inh,SMILES
0.0%,-2.9,CC1(C(=O)NCc2ccccc2)CSCC(=O)N1Cc1ccco1 (stereo unspecified)
-6.2%,7.4,COc1ccc(/C=C/C(=O)c2ccc(-c3ccccc3)cc2)cc1
-43.9%,-3.8,CCn1c(=O)n(CC)c2cc(S(=O)(=O)c3ccccc3)c(NC(=O)c3c(F)cccc3F)cc21
?,8.3,CCOc1ccc(NC(=O)c2cccc(CN3CCCC3=O)c2)cc1
-13.3%,-2.7,CC(=O)NC(c1ccc(F)c(F)c1)c1nc(-c2cnn(C)c2)cs1 (stereo unspecified)
?,5.6,CCc1nc2ncc(C#N)c(N)n2n1
-26.5%,0.3,N#C/C(=C\c1cn(Cc2cccc(F)c2)c2ccccc12)C(N)=O
-20.5%,1.8,O=C(CCC1CCCCC1)Nc1cccc2c1CCCC2
2.3%,9.5,COC(=O)COc1cc2occ(-c3csc(C)n3)c(=O)c2cc1C
-22.9%,-4.8,Fc1ccc(Nc2nc(NC3CCCCCC3)nc3c2cnn3-c2ccccc2)cc1
-29.8%,1.0,CN(C)c1ncnc2c1ncn2[C@H]1CN(Cc2ccc3c(c2)OCO3)C[C@@H](CO)O1
?,15.6,Cc1ccc(C(=O)/C=C/c2cccc(NC(=O)C(F)(F)F)c2)o1
9.9%,1.6,O=C(c1ccc(F)cc1)c1ccccc1C(=O)N1CCN(C(=O)CCC2CCCC2)CC1
1.4%,-9.7,CC(=O)N(Cc1ccccc1)Cc1cc2ccccc2[nH]c1=O
?,1.0,Cc1ccc2nc(NC(=O)CCc3ncc(-c4ccccc4Cl)o3)sc2c1

(cont.)
12-LOX inh,LDHA inh,SMILES
0.6%,-0.1,CCc1cc(=O)oc2cc(OC(C)C(=O)N(C(C)C)C(C)C)ccc12 (stereo unspecified)
-3.8%,3.8,COC(=O)Nc1ccc(CNC(=O)c2ccc(C)cc2)cc1
4.8%,8.0,CC(Sc1ccc(F)cc1)C(=O)NC(c1ccccc1)c1ccccc1 (stereo unspecified)
-12.0%,3.5,Cc1ccc(Nc2cc(C)c3ccccc3n2)c(C)c1
6.7%,6.6,Cc1cc(OCCn2cc(C(=O)C(F)(F)F)c3ccccc32)ccc1Cl
?,-7.1,CCOC1=C2CN(S(=O)(=O)c3ccc(C)cc3)[C@H](c3cccc4ccccc34)C[C@H]2[C@H]2C(=O)N(c3ccccc3)C(=O)[C@H]2C1
?,13.6,N#C/C(=C/c1ccccc1[N+](=O)[O-])c1ccc(C(F)(F)F)cn1
?,2.3,Cc1ccc(C(=O)NCC(=O)NCCc2c[nH]c3ccccc23)cc1C
-1.3%,-13.5,COc1ccc(-c2ccc(C(=O)NCc3ccco3)c3occc23)c(C)c1
?,-1.3,O=c1oc2ccccc2cc1-c1csc(Nc2ccccc2Cl)n1
-16.7%,-0.3,CN(C)S(=O)(=O)c1cccc(C(=O)N2CCCCC2C(=O)O)c1 (stereo unspecified)
3.9%,11.8,COc1cc(C2C(C(=O)Nc3ccccc3)=C(C)Nc3nc(CCCO)nn32)cc(OC)c1OC (stereo unspecified)
-21.3%,3.9,CN(C)C(=O)c1cccc(-c2cc(NC=O)c3ncc(-c4ccc(F)cc4)n3c2)c1
11.7%,-8.6,O=C(Nc1ccc(OCc2cccc(F)c2)c(Cl)c1)c1ccncc1
?,-16.0,CCOc1ccc(CCN2C(=S)N([C@@H](Cc3ccc(O)cc3)CN3CCC[C@@H]3CN3C(=S)NC[C@@H]3Cc3ccccc3)C[C@@H]2CC(C)C)cc1

As entered above.
CN(C)C(=O)c1cccc(-c2cc(NC=O)c3ncc(-c4ccc(F)cc4)n3c2)c1 | LDHA inh: 3.9
Cc1cc(OCCn2cc(C(=O)C(F)(F)F)c3ccccc32)ccc1Cl | 12-LOX inh: 6.7%

Record cards, from the list above. Order of values: 12-LOX inh | LDHA inh
CCOc1ccc(CCN2C(=S)N([C@@H](Cc3ccc(O)cc3)CN3CCC[C@@H]3CN3C(=S)NC[C@@H]3Cc3ccccc3)C[C@@H]2CC(C)C)cc1 is listed as ? | -16.0
Cc1ccc2nc(NC(=O)CCc3ncc(-c4ccccc4Cl)o3)sc2c1 is listed as ? | 1.0
O=C(Nc1ccc(OCc2cccc(F)c2)c(Cl)c1)c1ccncc1 is listed as 11.7% | -8.6
CN(C)C(=O)c1cccc(-c2cc(NC=O)c3ncc(-c4ccc(F)cc4)n3c2)c1 is listed as -21.3% | 3.9
COc1ccc(/C=C/C(=O)c2ccc(-c3ccccc3)cc2)cc1 is listed as -6.2% | 7.4

(further entries)
12-LOX inh,LDHA inh,SMILES
?,-6.7,O=C(NCCN1CCN(C(=O)c2ccc(Cl)c(Cl)c2)CC1)c1ccc(Cl)c(Cl)c1
8.8%,-5.0,O=C(NCC(c1ccco1)N1CCCCC1)c1cc(=O)c2ccccc2o1 (stereo unspecified)
-43.4%,6.4,CC(NC(=O)C(=O)Nc1cc(Cl)ccc1Cl)c1ccc(S(N)(=O)=O)cc1 (stereo unspecified)
?,-10.4,CCc1ccc(C(=O)Nc2cccc3ncccc23)cc1
-9.4%,?,COc1ccc(C(=O)Nc2cc(C)nn2-c2nc(C)cc(C)n2)cc1
?,8.9,Cc1cc(S(=O)(=O)Nc2cccc3c2CCCC3)ccc1OCC(=O)O
37.1%[activator],-1.7,COCc1ccccc1CNC(=O)c1sccc1C
?,-7.5,CCCNc1nc2ccccc2nc1C(=O)Nc1cc(OC)c(OC)c(OC)c1
-21.8%,-5.0,Cc1ccccc1-c1cc2c(c3c1ccn3C)C1CCC2C1 (stereo unspecified)
11.1%,-4.2,O=C(NC1(c2cccc(Cl)c2)CCC1)NC1(c2cccc(Cl)c2)CCC1
?,-7.3,Cc1c(CCC(=O)NCCc2ccc(F)cc2)c(=O)oc2c(C)c(O)ccc12
?,3.8,CC(C)C(=O)/C(C#N)=C\c1ccc(-c2ccccc2F)o1
-19.0%,-2.5,O/N=C/c1ccc(OCc2ccccc2)cc1
-7.7%,-13.8,CCNC(=O)C1CCCN(C(=O)c2ccc(OC)cc2)CC1 (stereo unspecified)
-4.3%,3.6,Cc1cc(C)n(-c2ncnc3sc(C)c(-c4ccc(F)cc4)c23)n1

Carrying on:
12-LOX inh,LDHA inh,SMILES
40.3%[activator],7.5,C(=C\c1ccccc1)/CNC1CC1
-3.8%,4.8,COc1ccc(CN2CCC2(C)C(=O)Nc2ccc(OC)c(OC)c2)cc1 (stereo unspecified)
44.6%[activator],11.9,COc1ccc(/C=C/C(=O)NC2CCCC2)c(OC)c1
17.9%,-1.0,CCc1cccc(NC(=O)Nc2ccc(OC)cc2)c1
59.4%[activator],4.8,Cc1ccccc1NC(=O)CSC1CCCC1
1.8%,5.1,CC(=O)c1cccc(NC(=O)CC2SC(c3cc4ccccc4oc3=O)=NC2=O)c1 (stereo unspecified)
-25.7%,2.5,CN(CCc1ccccc1)C(C(=O)c1ccc2c(c1)OCO2)c1nnnn1-c1ccccc1NC(=O)OC(C)(C)C (stereo unspecified)
?,11.4,Cc1c(O)ccc2c(CN3CCCCC3)cc(=O)oc12
-1.7%,-0.4,COc1ccccc1C(=O)Nc1ccc2oc(-c3ccc4ccccc4c3)nc2c1
-2.2%,-1.7,Cc1cc(=O)oc2cc(OCC(=O)NCC3(N4CCN(C)CC4)CCCCC3)ccc12
?,4.4,Cc1nc2c(c(=O)[nH]1)C(c1cc(F)ccc1F)CC(=O)N2 (stereo unspecified)
-0.1%,-3.2,CCCCNC(=O)c1ccc(C#N)cc1
?,4.0,O=C(O)c1cc(-c2ccccc2F)on1
12.4%,-0.6,Cn1nc(C(=O)NCc2ccc(Cl)cc2)c2ccccc2c1=O
34.8%,-7.6,Cc1cccc(C(=O)Sc2ccc(Cl)cc2)c1

Reprinted from the part before: three compounds, followed by the next part.
12-LOX inh,LDHA inh,SMILES
?,4.0,O=C(O)c1cc(-c2ccccc2F)on1
12.4%,-0.6,Cn1nc(C(=O)NCc2ccc(Cl)cc2)c2ccccc2c1=O
34.8%,-7.6,Cc1cccc(C(=O)Sc2ccc(Cl)cc2)c1
18.6%,7.2,CC(C)CC(NC(=O)C(CCC(=O)OCc1ccccc1)NC(=O)OC(C)(C)C)C(=O)OCc1ccccc1 (stereo unspecified)
?,-2.5,N#CCCN(CCC#N)C(=O)COc1cc(Cl)ccc1C(N)=O
-4.7%,-3.6,CCNc1c(NC(=O)NC(C)C)c(=O)oc2ccccc12
?,-11.9,C=CCNc1nc(C(=O)OCC(=O)NC(C)c2ccc(F)cc2)cs1 (stereo unspecified)
?,-2.0,CCCNC(=O)COc1ccc2ccc(=O)oc2c1
38.6%[activator],2.3,O=C(COC(=O)Cc1n[nH]c(=O)c2ccccc12)Nc1ccc2ccccc2c1
15.8µM*,-9.4,Cc1ccc(-c2cc(Nc3ccccc3C(F)(F)F)nc(C)n2)cc1
?,4.3,Cc1cccc(-c2cccc(N)c2)c1
-14.3%,-2.4,COc1ccc(C(=O)Nc2ccc3oc(C)nc3c2)c(OC)c1
5.7%,0.4,COc1ccc(-c2nc(CSCC(=O)NC3CCCCCC3)co2)cc1
-6.5%,-4.3,CN(C)CCCNc1nc2cc(-c3ccccc3)sc2c(=O)n1C
14.3%,1.9,Cc1[nH]c2ccccc2c1C(=O)C(=O)N(C)Cc1ccc(C(=O)NC2CC2)cc1
-5.8%,7.6,CCc1c(C)sc(NC(=O)Cc2ccccc2Cl)c1C#N
-7.9%,5.4,Cc1ccc(N/C(=C\C(=O)c2ccc(Br)cc2)C(F)(F)F)cc1
?,13.1,CCc1c2c(nn1-c1cc(Cl)ccc1OC)CCCC2=O

Continuation:
12-LOX inh,LDHA inh,SMILES
-29.3%,-3.1,COc1ccc(C(O)c2nc(-c3cc(F)cc(F)c3)cs2)cc1 (stereo unspecified)
-0.2%,-13.3,CN(C)c1ccc(CC(=O)N2CCCC(c3cc(C(=O)Nc4ccccc4)no3)C2)cc1 (stereo unspecified)
-2.4%,-2.3,Cc1ccccc1-c1cc(=O)c2cc(NC(=O)C3CCCCC3)ccc2o1
?,0.5,CC(=O)N1CCN(C(C(=O)O)c2cn(CC(=O)O)c3cc(F)ccc23)CC1 (stereo unspecified)
-4.4%,1.1,COc1cc(C(=O)OCC(=O)c2ccc(Cl)cc2)ccc1OCc1ccccc1Cl
4.2%,-7.8,CCOC(=O)CSc1nc2sc3c(c2c(=O)n1-c1ccccc1)CC(C)(C)SC3
-6.3%,1.3,N#CCc1ccc(NC(=O)CNc2cccc(Cl)c2F)cc1
?,4.3,CCC(=O)N1N=C(c2c(-c3ccccc3)c3cc(C)ccc3[nH]c2=O)CC1c1ccco1 (stereo unspecified)
-0.6%,-10.3,COc1ccc(S(=O)(=O)NC(=O)C2(C)CCN2C(=O)Cc2ccccc2)cc1OC (stereo unspecified)
-15.1%,-6.0,Cc1oc2cc(OCC(=O)NC3CCS(=O)(=O)C3)ccc2c(=O)c1Oc1ccccc1 (stereo unspecified)
?,-1.8,N#Cc1cc2c(nc1N1CCN(C(C(=O)O)c3c[nH]c4cc(F)ccc34)CC1)CCCC2 (stereo unspecified)
-0.7%,-3.2,COc1cc(-c2nc3cc(NC(C)=O)ccc3o2)cc(OC)c1OC
-16.8%,-7.1,CCc1cc(C(=O)O)cs1
11.4%,2.7,Cc1cc(C)c2nc(SCC(=O)Nc3sccc3C(N)=O)cc(C)c2c1
9.7%,-0.2,CCCCC(=O)N/N=C(\C)Cc1ccccc1

Remaining list, next part.
12-LOX inh,LDHA inh,SMILES
-13.4%,5.5,CCc1ccc(CNC(C)CC)cc1 (stereo unspecified)
44.7µM*,0.9,O=C(NC(c1ccc(-c2ccccc2)cc1)c1cnccn1)C1CCN(CCOc2ccc(Cl)cc2Cl)CC1 (stereo unspecified)
25.9%,4.2,COc1ccc(CC(=O)N2CCN(c3nc(-c4ccc(Cl)cc4)no3)CC2)cc1OC
25.5%,-1.0,CCOC(=O)c1c(CN2CCC(C(N)=O)CC2)nc2ccccc2c1C
-10.1%,-11.9,COc1ccc(-n2nnnc2C(CCc2ccccc2)N2CCN(C/C=C/c3ccccc3)CC2)cc1 (stereo unspecified)
?,1.3,Cc1cc(C(=O)N2CCN(S(=O)(=O)c3ccc(F)cc3F)CC2)c(C)n1Cc1ccco1
-32.6%,0.1,C=CCn1c(SCC(=O)OCc2ccccc2)nc2c1c(=O)[nH]c(=O)n2C
24.9%,-1.8,CC1=C(C(=O)Nc2ccccc2)C(c2ccc(C(C)C)cc2)NC(=O)N1 (stereo unspecified)
13.2%,-3.9,Nc1cccc(S(N)(=O)=O)c1
30.0%,8.4,C#CCNC(=O)c1sc(C(C)C)nc1C
?,-0.5,COc1ccccc1CNC(=O)CSc1nc2ccccc2c2nc(=O)c(-c3ccccc3)nn12
-69.1%,-0.2,CC1=C(C(=O)Nc2ccc(F)cc2F)C(c2ccc3c(c2)OCO3)C2=C(CC(C)(C)CC2=O)N1 (stereo unspecified)
?,3.7,Cc1cccc2cc(CN(c3ccccc3)S(C)(=O)=O)c(=O)[nH]c12

Screening results deposited in PubChem BioAssay by National Center for Advancing Translational Sciences (NCATS).
